Screens from PubChem BioAssay.
KinaseGlo FLuc – Kinase-Glo luciferase inhibition (counter-screen) | Q27757 | Kinase-Glo luciferase, ATP luminescence, 8 min | Potency, µM (top dose mostly 38.3 µM), for the others: at the highest dose activity change, negative = inhibition, most hits filed as inhibitors | hit rate 0.28% among 200,000; also: % is scaled to controls: 0 for no effect and ±100 for the full control effect; nearly all actives have a fitted effect of over 60% in size
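Compounds were added to a substrate mix at pH 7.2 (50 mM imidazole, 10 uM ATP, within the enzyme's linear range), followed by Kinase-Glo detection reagent; luminescence was measured after 8 minutes at ambient temperature.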
ALDH1A1 inh – ALDH1A1 (human) enzyme inhibition. hit rate 7.3% among 220,000. Potency, µM (series often up to 75.3 µM), for the others: at the highest dose activity, negative = inhibition, hits mostly inhibitors. AID 1030. Purified ALDH1A1, NADH fluorescence, propionaldehyde substrate. P00352; active = well fitted inhibition curve with a large enough effect, not every such curve was filed as active; inconclusive = small, poorly fitted or top-dose-only effect, or another doubt; inactive = no such curve, though single readings can be large or run the other way;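 also: plate controls were no enzyme wells and a reference inhibitor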
Target sequence (P00352 whole entry, looked up): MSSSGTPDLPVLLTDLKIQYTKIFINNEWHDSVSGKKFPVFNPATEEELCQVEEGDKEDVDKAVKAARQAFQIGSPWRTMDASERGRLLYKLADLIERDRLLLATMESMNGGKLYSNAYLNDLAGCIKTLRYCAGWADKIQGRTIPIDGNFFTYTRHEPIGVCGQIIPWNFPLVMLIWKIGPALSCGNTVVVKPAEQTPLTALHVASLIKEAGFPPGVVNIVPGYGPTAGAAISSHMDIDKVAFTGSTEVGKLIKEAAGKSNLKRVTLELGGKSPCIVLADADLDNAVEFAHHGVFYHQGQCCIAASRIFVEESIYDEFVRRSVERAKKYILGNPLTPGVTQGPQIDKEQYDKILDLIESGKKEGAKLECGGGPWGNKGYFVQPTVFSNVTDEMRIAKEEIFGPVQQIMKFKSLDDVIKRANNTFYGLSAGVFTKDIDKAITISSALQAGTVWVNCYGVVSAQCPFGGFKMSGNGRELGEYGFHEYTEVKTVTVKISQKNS
Tau ThT inhib – tau fibrillization inhibition (ThT binding); recombinant tau K18 P301L (four-repeat tau fragment), heparin-induced fibrillization, ThT fluorescence; Potency, µM (series often up to 57.4 µM), for inactives: at the highest dose activity, negative = inhibition, most hits filed as inhibitors; AID 1460; hit rate 2.1% among 270,000; also: % is scaled to controls: 0 for no effect and ±100 for the full control effect; nearly all actives have a fitted effect of over 55% in size
Target sequence (P10636 561-689 P618L limits assumed): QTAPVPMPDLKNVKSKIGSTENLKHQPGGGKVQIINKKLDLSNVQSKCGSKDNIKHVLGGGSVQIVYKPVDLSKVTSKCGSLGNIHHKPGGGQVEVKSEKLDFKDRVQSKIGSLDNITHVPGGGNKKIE
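K18 P301L tau (15 uM + 0.24 uM Alexa 594-tagged), heparin 20 uM, NaOAc pH 7, 6 h 37 C; ThT 30 uM, 1 h RT, ex 450/em 510 nm.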
LMNA splice mod – changes lamin A minigene splicing in HeLa cells. HeLa LMNA splicing GFP/RFP minigene ratio, 48 h. Potency, µM (doses to about 46.1 µM), inactives show top-dose ratio change, negative = inhibition, actives largely listed as inhibitors. hit rate 0.01% among 200,000. AID 1487; active = well fitted inhibition curve with a large enough effect in the signal ratio, with a control signal flat, not every such curve was filed as active; inconclusive = small, poorly fitted or top-dose-only effect, or effect the other way, or a change in a side signal; the % refers to the signal ratio; also: % is scaled to controls: 0 for no effect and ±100 for the full control effect
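S3 HeLa stable clones carrying a lamin A-EGFP splicing minigene plus DsRed2 were seeded at 600 cells/well in Opti-MEM with 2% FBS, pin-dosed and incubated 48 h at 37°C. Acumen cytometry (488 nm) gave the GFP/RFP total-intensity ratio.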
SMN2 splice up – SMN2 splice variant enhancement; HEK293 SMN2-luciferase splicing reporter, luminescence, 30-36 h; Potency, µM (series often up to 46.1 µM), for the others: top-dose activity change, positive = activation, most hits filed as activators; hit rate 2.8% among 210,000; AID 1458; also: % of control where 0% means no effect; nearly all actives have a fitted effect of over 55% in size
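qHTS luciferase splicing reporter: luminescence rises when SMN2 exon 7 is included in transfected HEK293 cells. Compound exposure lasted 30-36 h at 37C, with 4.5 mM final sodium butyrate as control, followed by a ONE-Glo read.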
L3MBTL1 block – L3MBTL1 (human) inhibition. Q9Y468. AlphaScreen L3MBTL1–H3K9me1 peptide binding. hit rate 0.66% among 230,000. Potency, µM (series often up to 57.1 µM), without a hit: at the top dose activity, negative = inhibition, actives largely listed as inhibitors; also: % is scaled to controls: 0 for no effect and ±100 for the full control effect; nearly all actives have a fitted effect of over 60% in size
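L3MBTL1 (50 nM) pre-complexed 30 min with biotinylated H3(1-15)K9me1 peptide (75 nM), then compounds added for 30 min at room temperature; AlphaScreen streptavidin donor/nickel chelate acceptor beads (10 ug/mL final) read after 30 min dark incubation.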
RECQ1 inh – blocks DNA unwinding by human RECQ1 | P46063 | RECQ1 DNA unwinding, red fluorescence kinetic read | Potency, µM (doses to about 57.3 µM), for the others: at the top dose activity, negative = inhibition, hits mostly inhibitors | hit rate 0.54% among 240,000;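 also: plate controls were vehicle for no effect and no enzyme for full effect; nearly all actives have a fitted effect of over 30% in size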
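50 nM RECQ1T1 preincubated 15 min with compound in Tris pH 8.0 buffer with MgCl2, DTT, Tween-20 and 2.5 ug/ml poly(dI-dC); started with 200 nM TAMRA/BHQ-2 forked duplex and 2 mM ATP. Unwinding read as fluorescence (525/598 nm), two reads 2 h apart.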
JMJD2E inh – blocks human JMJD2E demethylase activity; B2RXH2; AID 2147; Potency, µM (doses to about 57.1 µM), without a hit: at the top dose activity change, negative = inhibition, usual class: inhibitors; JMJD2E catalytic domain, FDH-coupled NADH fluorescence (FDH is formaldehyde dehydrogenase); hit rate 1.6% among 230,000; active = well fitted inhibition curve with a large enough effect, not every such curve was filed as active; inconclusive = small, poorly fitted or top-dose-only effect, or another doubt; inactive = no such curve, though single readings can be large or run the other way;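 also: 0% = wells with enzyme and -100% = buffer wells without enzyme; nearly all actives have a fitted effect of over 50% in size; many of its hits are not listed in these tables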
Target sequence (B2RXH2 1-337 limits assumed): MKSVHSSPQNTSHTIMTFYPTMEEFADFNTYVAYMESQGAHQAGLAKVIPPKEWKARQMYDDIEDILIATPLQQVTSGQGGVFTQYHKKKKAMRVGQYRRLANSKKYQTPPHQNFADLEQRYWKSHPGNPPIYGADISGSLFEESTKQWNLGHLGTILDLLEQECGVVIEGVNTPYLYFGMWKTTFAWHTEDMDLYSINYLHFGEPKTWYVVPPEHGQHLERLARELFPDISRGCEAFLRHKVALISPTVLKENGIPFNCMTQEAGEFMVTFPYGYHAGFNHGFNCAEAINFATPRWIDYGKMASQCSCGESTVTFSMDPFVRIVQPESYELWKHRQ
An asterisk follows results filed as active; i = inactive; ? = inconclusive; . = not tested or not shown; & = joins results of further samples; [ ] = remark or other dose. Unless noted, calls follow the shape of the dose curve; as a rule, active = well fitted curve in the direction sought with a large enough effect; inconclusive = small, poorly fitted or top-dose-only effect, or another doubt; inactive = no such curve, though single readings can be large; an effect the other way counts as inactive or inconclusive. Potency is read from the fitted curve at half-maximal effect. These rows are one share of the data (hit frequency here may not be typical).

Each structure is followed by: KinaseGlo FLuc | ALDH1A1 inh | Tau ThT inhib | LMNA splice mod | SMN2 splice up | L3MBTL1 block | RECQ1 inh | JMJD2E inh
1	CN1C2CCC1CC(NC(=O)c1ccc(Cl)cc1)C2 (configuration not stated)
→ . | . | -4.8% | . | . | 0.6% | -2.7% | 3.1%
2	Cc1nn2c(-c3ccc(Cl)cc3)nnc2s1
→ 14.9% | -11.4% | 1.1% | -13.0% | -16.8% | -1.5% | -11.0% | 9.5%
3	Nc1nc(SCC(=O)Nc2ccc(Br)cc2F)n[nH]1
→ 0.1% | -6.8% | -13.5% | 20.5% | -23.3% | -5.9% | -0.7% | 6.2%
4	CC1(C)CC[C@]2(C(=O)O)CC[C@]3(C)C(=CCC4[C@@]5(C)CC[C@H](O)C(C)(C)C5CC[C@]43C)C2C1 (some centres not stated)
→ -1.6% | 12.3% | -8.5% | 10.8% | 2.5% | -0.3% | 5.6% | -8.7%
5	CCOC(=O)C1C2C=CC3(CN(C4CCCC4)C(=O)C13)O2 (configuration not stated)
→ 3.2% | 10.6% | -5.3% | -10.3% | ? | . | -0.9% | 7.9%
6	Cc1cc(C)c(C2=NOC3C4CCC(C4)C23)c(C)c1 (configuration not stated)
→ 1.5% | 0.0% | -4.9% | -14.9% | -34.4%[inhibitor] | 11.7% | -8.2% | -2.6%
7	Cc1ccc(-c2ccc3nnc(SCC(N)=O)n3n2)cc1
→ 5.2% | ? | -4.6% | . | 11.2% | 0.0% | 6.9% | ?
8	COC(=O)C(O)(CC(=O)Nc1ccc(OC)cc1)C(F)(F)F (configuration not stated)
→ -2.8% | 5.6% | -10.1% | 1.3% | -32.0%[inhibitor] | -5.9% | -0.2% | -11.3%
9	CCOC(=O)Cc1nnc(NC(=O)Nc2ccccc2)s1
→ -0.7% | 11.8% | 4.0% | 7.9% | -4.1% | 4.9% | 8.4% | 1.2%
10	COC(=O)C(C(C)C)N1CCc2c(C)nc3c(C#N)cnn3c21 (configuration not stated)
→ 0.5% | -11.4% | -4.0% | -7.7%[46 µM] | 3.5% | 1.9% | i | ?
11	COc1ccc(C(C)(C)C)cc1NC(=O)c1c(C)noc1C
→ 0.5% | 1.2% | -7.2% | -2.2% | 22.1% | -9.5%[11.4 µM] | i | 5.2%
12	CCC(C)(C)C(=O)Nc1cc([N+](=O)[O-])ccc1Cl
→ -0.7% | 1.0% | -0.2% | -4.0% | -12.6% | -3.7% | -0.8% | 9.9%
13	CCC(CC)=NNc1cccc([N+](=O)[O-])c1
→ -0.9% | 28.2µM* | 5.5% | 2.1% | -22.4% | -11.9% | -3.6% | 0.6%
14	O=C(CCCN1C(=O)c2ccccc2C1=O)Nc1sc2c(c1C(=O)NCc1ccco1)CCC2
→ -5.0% | ? | -17.0% | -11.6% | -1.7% | . | -9.5% | 7.0%
15	O=C(CCCCCn1c(SCc2ccncc2)nc2ccccc2c1=O)NCc1ccco1
→ 0.2% | 25.1µM* | -15.2% | -18.4% | 22.0% | ? | -21.7% | -25.6%
16	Cc1nn(-c2nc3ccccc3s2)c(C)c1Oc1ccccc1O
→ -0.7% | 4.8% | ? | ? | ? | -1.5% | -29.5% | -11.2%
17	CC(C)(C)NS(=O)(=O)c1ccc(NC(=O)C2CCCCC2)cc1
→ 3.4% | 3.4% | 5.5% | ? | -7.6% | -2.5% | i | 13.6%
18	CCOC(=O)c1ccc(NC(=O)COc2ccccc2CNC2CCCC2)cc1
→ 1.0% | -8.4% | 3.5% | ? | -16.7% | -1.5% | i | 1.7%
19	CC(C)CC(=O)NC(Nc1ccccc1F)C(Cl)(Cl)Cl (configuration not stated)
→ 7.6% | -2.8% | -7.0% | -1.6% | 2.5% | 6.8% | -14.7% | 1.3%
20	O=C(NC1CCCC1)c1ccc(CN2CCOCC2)cc1
→ 2.2% | 4.6% | 0.5% | 4.1% | -1.2% | . | 17.7% | ?

Next records.
entry	smiles	KinaseGlo FLuc	ALDH1A1 inh	Tau ThT inhib	LMNA splice mod	SMN2 splice up	L3MBTL1 block	RECQ1 inh	JMJD2E inh
21	C=CCn1c(Sc2ncc([N+](=O)[O-])s2)n[nH]c1=O	.	2µM*	?	.	.	1.7%	-6.2%	-27.4%
22	COc1ccc(/C=N\NC(=O)c2cc(OCC(F)(F)F)ccc2OCC(F)(F)F)cc1	8.1%	3.8%	-11.3%	-0.4%	7.7%	10.3%	6.3%	4.4%
23	Cc1ccc(/C=C/c2nnc(-c3cccs3)o2)cc1	-5.9%	?	-21.3%	-3.1%	10µM*	10.8%	-4.6%	?
24	Cc1ccc(NC(=O)c2cc(-c3ccccc3)nn2-c2ccccc2)cc1	2.7%	?	-3.4%	?	-29.9%	11.9%	-14.7%	?
25	COc1cc(C(=O)OC2CSCC2NC(=O)c2ccccc2)cc(OC)c1OC (configuration not stated)	1.6%	-5.5%	-2.8%	-14.4%[46 µM]	.	-2.9%	i	-3.1%
26	S=C(NCc1cccc(Cl)c1)NC1CCCCC1	-5.5%	-0.5%	1.7%	?	11.7%	10.5%	-1.8%	3.3%
27	O=C(NCc1ccccn1)c1cccn1-c1ncc(C(F)(F)F)cc1Cl	-3.5%	-0.4%	0.3%	-4.1%[46 µM]	-16.4%	3.5%	-7.0%	8.7%
28	COc1ccccc1CNC(=O)/C=C/c1ccc(S(=O)(=O)NCc2ccco2)cc1	4.2%	?	-12.0%	0.3%	-3.4%	-11.5%	-9.1%	-4.0%
29	COc1ccc2cc(C(=O)Nc3ccc(O)cc3)sc(=O)c2c1OC	-1.3%	-14.9%	?	?	6.0%	-12.5%	-2.5%	6.9%
30	C=CCn1c(-c2cc3cccc(OC)c3o2)n[nH]c1=S	0.6%	?	?	-20.4%[9.22 µM]	-7.1%	-1.0%	8.5%	?
31	O=C(CCc1nnc(C2CCCCC2)o1)N1CCN(c2ccccc2F)CC1	.	?	-5.3%	.	.	52.5%[activator]	i	1.6%
32	Cc1[nH]ccc(=O)c1OCc1ccc(Cl)cc1	2.6%	9.9%	-14.3%	1.2%	13.2%	-1.4%	-0.9%	2.7%
33	c1cncc(CNc2ncnc3ccc(-c4ccoc4)cc23)c1	.	?	.	?	.	22.1%&-6.6%	-28.6%	.
34	Cc1ccccc1N1CCN(CCCN2C(=O)CC(=C(c3ccccc3)c3ccccc3)C2=O)CC1	-2.5%	17.8µM*	?	?	-5.2%	-10.2%	13.9%	-14.5%
35	COc1ccccc1N(C(=O)c1snc(C(N)=O)c1N)C(C(=O)NCCC(C)C)c1ccco1 (configuration not stated)	9.9%	?	-11.8%	6.9%	5.1%	-1.0%	15.5%	?

Taken from the results shown for reference:
entry	smiles	KinaseGlo FLuc	ALDH1A1 inh	Tau ThT inhib	LMNA splice mod	SMN2 splice up	L3MBTL1 block	RECQ1 inh	JMJD2E inh
29	COc1ccc2cc(C(=O)Nc3ccc(O)cc3)sc(=O)c2c1OC	-1.3%	-14.9%	?	?	6.0%	-12.5%	-2.5%	6.9%
30	C=CCn1c(-c2cc3cccc(OC)c3o2)n[nH]c1=S	0.6%	?	?	-20.4%[9.22 µM]	-7.1%	-1.0%	8.5%	?
31	O=C(CCc1nnc(C2CCCCC2)o1)N1CCN(c2ccccc2F)CC1	.	?	-5.3%	.	.	52.5%[activator]	i	1.6%

(cont.)
entry	smiles	KinaseGlo FLuc	ALDH1A1 inh	Tau ThT inhib	LMNA splice mod	SMN2 splice up	L3MBTL1 block	RECQ1 inh	JMJD2E inh
36	COC(=O)c1cc(NC(=O)c2ccc(Cn3cc(Cl)cn3)o2)cc(C(=O)OC)c1	-0.6%	-4.5%	-5.9%	16.6%	11.3%	.	14.1%	-8.8%
37	O=C1CC(c2ccc3c(c2)OCO3)c2cc3c(cc2N1)OCO3 (configuration not stated)	-4.2%	2.3%	-12.6%	?	0.1%	.	-2.8%	3.6%
38	O=C1CNC(=S)N1Cc1ccccc1	1.4%	-14.1%	-1.0%	.	-4.9%	-7.9%	-1.6%	2.5%
39	COc1ccccc1-c1cc(C(=O)N/N=C/c2ccc(C)s2)c2ccccc2n1	-1.0%	?	-10.7%	?	?	.	-7.1%	?
40	CC1CCCN(C(=O)Nc2cccc(NC(=O)N3CCCC(C)C3C)c2)C1C (configuration not stated)	6.0%	?	?	-3.7%	-31.9%[inhibitor]	-5.1%	-0.3%	-9.1%
41	Cc1ccc(Cn2c(=N)n(CC(=O)c3ccccc3)c3ccccc32)cc1	-1.6%	1.3%	?	-29.4%[46 µM]	-40.5%[inhibitor]	-3.1%	-3.4%	?
42	Cc1nc(NC(=O)COC(=O)c2cc3c(s2)CCC(C)C3)c(Cl)cc1Cl (configuration not stated)	0.4%	-7.5%	-11.1%	?	24.4%	-2.9%	-6.4%	-8.7%
43	CCOc1ccc(C(=O)NC2CCN(S(C)(=O)=O)CC2)cc1	0.1%	18.2%	-6.5%	0.7%	.	.	i	8.4%
44	COc1ccc(S(=O)(=O)N2CCCC2C(=O)Nc2ccc(O)cc2)cc1 (configuration not stated)	1.5%	0.5%	-1.5%	-26.4%	-10.8%	-4.7%	-17.7%	0.8%
45	Clc1ccc(-n2cnnn2)cc1	0.8%	9.7%	-7.7%	-3.4%	-1.9%	9.2%	-4.5%	-4.8%
46	CCC(=O)Nc1cc(ON=C(C)C)cc([N+](=O)[O-])c1	-1.6%	-7.0%	8.1%	?	14.5%	-0.5%	-6.3%	-0.3%
47	Cc1nnc(NC(=O)/C=C/c2ccco2)s1	1.4%	?	-8.2%	1.3%	?	?	6.6%	3.2%
48	O=C(CSc1nnc([C@@H]2CCCN2)o1)c1ccc(Cl)cc1	-4.4%	22.4µM*	?	-0.5%	-36.6%[inhibitor]	0.0%	-4.2%	-5.4%
